SV40 large T antigen: SV40 large T antigen inhibitors, biochemical (AID 1903) | SV40 large T antigen ATPase/helicase inhibition assay; higher % means a stronger effect | inhibition, % at 20 µM, or IC50 in µM where a hit was titrated | actives 0.39% (n = 310,000); in the data active means a potency from the dose series; inconclusive means inhibition mostly from about 32% at the one dose, without a potency; inactive means the rest, 99 in 100 with inhibition below about 32%; further: strong numbers were not always called active
XIAP antagonists: XIAP antagonists, biochemical, IAP family, fluorescence polarization (AID 1018) | actives 0.007% (n = 200,000) | displacement, % at 20 µM; hits with a dose series show IC50 in µM | E3 ubiquitin-protein ligase XIAP (Homo sapiens) | XIAP BIR domain, fluorescence polarization peptide displacement; higher % means a stronger effect; in the data active means displacement above about 50%; further: a part of the inactive calls stands beside numbers as strong as those of hits
Dengue-2 NS5 capping: Dengue-2 NS5 methyltransferase inhibitors, primary screen, biochemical, confirmation dose response (AID 588689). Genome polyprotein (Dengue virus type 2 (strain 16681-PDK53)). Dengue-2 NS5 methyltransferase capping enzyme assay, biochemical; higher % means a stronger effect. inhibition, % at 25 µM; hits with a dose series show IC50 in µM. actives 0.3% (n = 340,000); in the data active means a potency from the dose series; inconclusive means inhibition above about 29% without an active follow-up result
MgcRacGAP inhibition: MgcRacGAP GTPase-activating activity inhibitors, confirmation, biochemical, ADP Hunter fluorescence | Rac GTPase-activating protein 1 (Homo sapiens) | MgcRacGAP-stimulated Rac1 GTP hydrolysis, ADP Hunter fluorescence; higher % means a stronger effect; GST-tagged Rac1 F28L mutant substrate | one-dose inhibition, % at 30 µM; IC50 in µM for titrated hits | actives 0.6% (n = 340,000);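 active means first-screen hits whose inhibition reached a set limit at any dose in the follow-up dose series; inconclusive means inhibition above the set first-screen limit but never retested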;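 further: fluorescence reports GDP produced by GAP-driven GTP hydrolysis; strong numbers were not always called active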
LYP inhibition: inhibitors of LYP phosphatase, biochemical, fluorescence intensity, uHTS (AID 1779); recombinant LYP phosphatase, fluorescence intensity; higher % means a stronger effect; inhibition, % at 11.5 µM; hits with a dose series show IC50 in µM; actives 0.054% (n = 290,000); in the data active means inhibition above about 50%;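 further: plate controls were vehicle with enzyme for no effect and no enzyme for full effect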
HIV fusion peptide: inhibitors of HIV fusion peptide binding, primary screen, biochemical, uHTS, fluorescence dequenching (AID 1986). cell-free peptide binding, fluorescence dequenching, 30 min; higher % means a stronger effect. inhibition, % at 20 µM; hits with a dose series show IC50 in µM. actives 0.3% (n = 290,000); in the data active means inhibition mostly above about 52%, no sharp cut-off; inactive means mostly below about 76%; further: some results filed as inactive read as strong as hits
AID2073: inhibitors of Mint1-CaV2.2 protein interaction, biochemical, HTRF (AID 2073). inhibition, % at 20 µM; hits with a dose series show IC50 in µM. HTRF protein-protein interaction, Mint1-CaV2.2; higher % means a stronger effect. actives 0.19% (n = 290,000). Voltage-dependent N-type calcium channel subunit alpha-1B (Homo sapiens); in the data active means inhibition mostly above about 51%, no sharp cut-off; inconclusive means no clear call, values can overlap the other calls; inactive means mostly below about 53%; further: some results filed as inactive read as strong as hits
Siah-1 displacement: Siah-1 peptide-binding antagonists, primary screen, biochemical, fluorescence polarization, rhodamine-plectin, uHTS (AID 1817) | E3 ubiquitin-protein ligase SIAH1 (Homo sapiens) | Siah-1 / rhodamine-plectin peptide fluorescence polarization; higher % means a stronger effect | displacement, % at 20 µM, or IC50 in µM where a hit was titrated | actives 0.02% (n = 290,000);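 active means displacement of at least 50% at 20 µM, with a fluorescence ratio check between 0.3 and a set limit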;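 further: plate controls were Siah plus tracer with DMSO for no effect and tracer alone without Siah for full effect; strong numbers were not always called active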
RSV antiviral HEp-2: RSV antiviral activity via CPE protection, HEp-2 cells, primary 10 µM value included (AID 2391); HEp-2 cells, RSV-induced CPE inhibition; higher % means a stronger effect; one-dose CPE inhibition, % at 10 µM; IC50 in µM for titrated hits; actives 0.13% (n = 310,000); in the data active means a potency from the dose series; inconclusive means CPE inhibition mostly from about 23% at the one dose, without a potency; inactive means the rest, 99 in 100 with CPE inhibition below about 21%; further: strong numbers were not always called active
Dengue-2 NS5 capping pilot replicate: also measured in Dengue-2 NS5 capping; calls as there; inhibition, %; measured here: pilot screen replicate inhibition
Active calls of the source: *; ? = inconclusive; . = not tested or not shown.

SMILES	SV40 large T antigen	XIAP antagonists	Dengue-2 NS5 capping	MgcRacGAP inhibition	LYP inhibition	HIV fusion peptide	AID2073	Siah-1 displacement	RSV antiviral HEp-2	others
Cc1cc(NS(=O)(=O)c2ccc(NC(=O)C(C(C)C)N3C(=O)c4ccccc4C3=O)cc2)nc(C)n1 (configuration not stated)	-1%	-8.3%	2%	4%	-5%	14%	-5%	-3%	0.4%
CCOc1ccccc1NC(=O)Nc1ccc(Br)cn1	2%	-2.9%	-5%	8%	-8%	2.3%	-2%	0%	4.3%
Cc1ccc(CS(=O)(=O)CCC(=O)NCc2ccccc2Cl)cc1	8%	.	-9%	-14%	-6%	-1.5%	7%	-3%	-1.4%
Cc1ccc2c(c1)NC(C(C)(C)C)CO2 (configuration not stated)	1%	-3.9%	-6%	3%	3%	3.8%	6%	1%	0.9%
Cc1ccc(/C=N/N=C/c2ccc(C)cc2)cc1	6%	-2.9%	-8%	4%	-16%	0.6%	-1%	5%	1.5%
O=c1cc(CSc2nnc(-c3ccccc3)o2)c2ccccc2[nH]1	-1%	-6.0%	-2%	1%	0%	1.4%	-2%	16%	2.2%
COc1ccc(CC2(CO)CCN(Cc3ccc(OC(F)(F)F)cc3)CC2)cc1	12%	-6.6%	-4%	5%	-9%	0.3%	-5%	-6%	14%
COc1cccc(OCCn2cc(C=O)c3ccccc32)c1	-7%	.	.	9%	-6%	-1.1%	5%	-5%	-1.8%
CN(C)c1nc(SCC(=O)Nc2ccc(Cl)c(Cl)c2)nc(N2CCOCC2)n1	8%	.	-10%	3%	-2%	3.9%	-4%	-1%	5.4%
COc1ccc(NC(=S)N(CCCN2CCOCC2)Cc2ccccn2)cc1	7%	-8.9%	-8%	1%	-4%	-0.8%	?	-2%	0.2%
CC1CC(C)CN(C(=O)Cn2c(=O)n(CCCCC(=O)NC3CCCC3)c(=O)c3ccccc32)C1 (configuration not stated)	10%	-3.0%	-2%	5%	2%	-0.7%	4%	4%	-1.1%
O=C(Nc1cccnc1Cl)c1ccc(Cl)cc1	4%	.	-4%	11%	-12%	0.2%	4%	-2%	0.4%	Dengue-2 NS5 capping pilot replicate=-0.3
COc1ccc(CC(=O)N(Cc2cc3cc(OC)ccc3[nH]c2=O)C(C)C)cc1	3%	-5.8%	-3%	2%	-10%	0.8%	7%	3%	-0.9%
CN(Cc1cccnc1)Cc1cn(Cc2ccccc2)nc1-c1ccc2c(c1)OCO2	.	5.4%	-6%	6%	-1%	-0.5%	-2%	0%	-0.4%
COc1ccc(-c2nnc(NC(=O)c3ccc(S(=O)(=O)N4COCC4(C)C)cc3)o2)cc1	-2%	-17%	1%	3%	1%	-0.3%	7%	0%	-2.3%
Cc1cc2ncn(C(=O)N3CCCCCC3)c2cc1C	5%	-2.0%	1%	5%	-8%	0.0%	-4%	-1%	0.7%
COc1cccc(CNc2cc(C)ccn2)c1O	11%	.	-3%	12%	-5%	-1.9%	-2%	-2%	1.3%
OCCN(CC#CCn1c2ccccc2c2ccccc21)CCO	10%	.	2%	-4%	-4%	-0.1%	12%	8%	1.3%
CC(NC(=O)c1ccc(N2CCNCC2)c([N+](=O)[O-])c1)C12CC3CC(CC(C3)C1)C2 (configuration not stated)	4%	-5.3%	.	.	-9%	-2.4%	4%	2%	54%
COc1ccc(OCCOC(=O)CNC(=O)c2ccc(Cl)cc2Cl)cc1	4%	.	4%	-1%	.	.	.	.	0.5%
CC(=O)Nc1ccc(NC(=O)CCC(=O)OCC(=O)c2ccc(F)cc2)cc1	3%	.	-9%	1%	-10%	0.7%	8%	-2%	1.8%
CCN1C(=O)[C@H]2[C@H]3[C@H](O)[C@H](O)C/C(=N\OC[C@@H](C)[C@H](OCc4ccccc4)C(C)C)[C@@H]3CC[C@H]2C1=O	4%	-3.1%	.	.	-7%	0.9%	2%	-2%	-1.3%
Cc1nc2nc(C)c(CCC(=O)O)c(C)n2n1	8%	-4.8%	-2%	11%	0%	2.1%	3%	1%	0.0%
COc1ccc(NC(=O)CCc2nnc3ccc(N4CCN(c5cccc(OC)c5)CC4)nn23)cc1	16%	.	-1%	-13%	-10%	-2.0%	-11%	-3%	13%
S=C(NCCN1CCOCC1)Nc1ccc(-c2nc3ccccc3[nH]2)cc1	9%	-5.6%	13%	9%	0%	0.6%	-2%	7%	14%
COc1ccccc1N(Cc1cc(=O)[nH]c2ccccc12)C(=O)C(C)C	4%	.	-2%	9%	-2%	-0.4%	29%	4%	12%
Cc1cc(C)c2oc(=O)cc(CN3CCN(Cc4ccc5c(c4)OCO5)CC3)c2c1	-2%	-2.2%	-3%	3%	-9%	3.4%	5%	-1%	.
Cc1cccn2c(=O)c3cc(C#N)c(=O)n(CC4CCCO4)c3nc12 (configuration not stated)	-6%	-23%	.	.	-39%	2.9%	11%	0%	.
S=C(Nc1ccc2nsnc2c1)N1CCCC1	3%	-10%	.	5%	-12%	2.1%	16%	37%	8.8%
N#CCCn1cc(/C=C2\NC(=S)N(c3ccccc3)C2=O)c(-c2ccc(F)cc2)n1	10%	-18%	-9%	6%	4%	-1.6%	-27%	3%	12%
CC(C)Oc1ccc(C2CC(=O)NC2=O)cc1 (configuration not stated)	8%	.	8%	9%	-11%	1.1%	-3%	-5%	1.4%
COc1ccc(CCNc2ccc(C(CC(N)=O)NC(=O)c3ccccc3)cc2[N+](=O)[O-])cc1 (configuration not stated)	0%	.	-5%	6%	-6%	6.9%	4%	13%	-0.3%
Cc1ccc(CNC(=O)CNS(=O)(=O)c2cccc3nsnc23)cc1	1%	-4.8%	0%	12%	-5%	-0.6%	-6%	1%	2.7%
CC(C)CN(CC(C)C)C(=O)CCCC(=O)N(CC(C)C)CC(C)C	17%	-3.9%	5%	6%	-7%	0.1%	4%	2%	1.2%
CCCN(CCC)C(=O)c1ccccc1C(=O)N(CCC)CCC	12%	-4.2%	-13%	4%	-6%	-1.3%	-1%	-6%	-0.6%
O=C(NCCCn1ccnc1)c1cc(S(=O)(=O)N2CCOCC2)ccc1F	3%	-6.5%	2%	7%	-6%	0.2%	4%	1%	-1.7%

As a short view, part of the list above:
SMILES	SV40 large T antigen	XIAP antagonists	Dengue-2 NS5 capping	MgcRacGAP inhibition	LYP inhibition	HIV fusion peptide	AID2073	Siah-1 displacement	RSV antiviral HEp-2	others
CCCN(CCC)C(=O)c1ccccc1C(=O)N(CCC)CCC	12%	-4.2%	-13%	4%	-6%	-1.3%	-1%	-6%	-0.6%
O=C(NCCCn1ccnc1)c1cc(S(=O)(=O)N2CCOCC2)ccc1F	3%	-6.5%	2%	7%	-6%	0.2%	4%	1%	-1.7%

More results.
SMILES	SV40 large T antigen	XIAP antagonists	Dengue-2 NS5 capping	MgcRacGAP inhibition	LYP inhibition	HIV fusion peptide	AID2073	Siah-1 displacement	RSV antiviral HEp-2	others
O=C(O)CN1CCc2ccccc2C1	-3%	-2.4%	-2%	-11%	-10%	0.6%	5%	11%	-1.6%
CCSc1nnc(Cn2c(=O)sc3ccccc32)n1-c1ccccc1C	2%	-1.1%	1%	-20%	1%	-0.5%	17%	12%	1.6%
NC(=O)CCN1CCN(C(=O)c2ccc3nc(Cc4cccc(Cl)c4)oc3c2)CC1	12%	.	1%	-5%	-11%	-0.4%	16%	1%	2.0%
COC(=O)[C@@H]1C[C@@]2(O)[C@@H](O)[C@@H](O)[C@@H](O)C[C@H]2N1C/C=C/c1ccccc1	4%	.	-3%	2%	-5%	0.0%	1%	-5%	0.9%
COc1ccccc1NC(=O)Cn1c(=O)n(CCc2c[nH]c3ccccc23)c(=O)c2cccnc21	0%	-4.4%	-7%	6%	-1%	-1.8%	-2%	14%	4.7%
CCOC(=O)/C(C#N)=C1/C=CN(c2ccccc2)C=N1	8%	-1.3%	.	6%	-5%	12%	-4%	3%	0.8%
COc1cc(C2C3C(=O)N(Cc4ccccc4)C(=O)C3ON2c2ccccc2)cc(OC)c1OC (configuration not stated)	15%	-1.2%	.	-6%	-2%	-0.8%	5%	4%	.
CCOc1ccc(Oc2nc(NCC(C)C)nc(OC)n2)nn1	2%	-8.1%	-6%	-9%	-1%	-1.6%	18%	2%	0.4%
COc1ccc(F)cc1S(=O)(=O)Nc1ccc2c(c1)OCO2	13%	1.8%	2%	12%	-2%	-0.2%	-18%	-1%	1.1%
COC(=O)c1sccc1S(=O)(=O)Nc1ccc(N2CCCCC2)cc1	27%	.	-1%	9%	2%	-2.1%	-16%	2%	.
CCOC(=O)N1CCC(NC(=O)CSCc2nc(-c3sccc3C)oc2C)CC1	10%	-6.5%	0%	17%	-4%	-0.5%	3%	0%	3.9%
O=C1c2ccc(Br)cc2C(=O)N1c1ccc(Cl)cn1	9%	.	-4%	8%	-8%	-0.2%	10%	1%	3.1%

Among those listed so far, twelve have a halogen.
SMILES	SV40 large T antigen	XIAP antagonists	Dengue-2 NS5 capping	MgcRacGAP inhibition	LYP inhibition	HIV fusion peptide	AID2073	Siah-1 displacement	RSV antiviral HEp-2	others
CCOc1ccccc1NC(=O)Nc1ccc(Br)cn1	2%	-2.9%	-5%	8%	-8%	2.3%	-2%	0%	4.3%
Cc1ccc(CS(=O)(=O)CCC(=O)NCc2ccccc2Cl)cc1	8%	.	-9%	-14%	-6%	-1.5%	7%	-3%	-1.4%
COc1ccc(CC2(CO)CCN(Cc3ccc(OC(F)(F)F)cc3)CC2)cc1	12%	-6.6%	-4%	5%	-9%	0.3%	-5%	-6%	14%
CN(C)c1nc(SCC(=O)Nc2ccc(Cl)c(Cl)c2)nc(N2CCOCC2)n1	8%	.	-10%	3%	-2%	3.9%	-4%	-1%	5.4%
O=C(Nc1cccnc1Cl)c1ccc(Cl)cc1	4%	.	-4%	11%	-12%	0.2%	4%	-2%	0.4%	Dengue-2 NS5 capping pilot replicate=-0.3
COc1ccc(OCCOC(=O)CNC(=O)c2ccc(Cl)cc2Cl)cc1	4%	.	4%	-1%	.	.	.	.	0.5%
CC(=O)Nc1ccc(NC(=O)CCC(=O)OCC(=O)c2ccc(F)cc2)cc1	3%	.	-9%	1%	-10%	0.7%	8%	-2%	1.8%
N#CCCn1cc(/C=C2\NC(=S)N(c3ccccc3)C2=O)c(-c2ccc(F)cc2)n1	10%	-18%	-9%	6%	4%	-1.6%	-27%	3%	12%
O=C(NCCCn1ccnc1)c1cc(S(=O)(=O)N2CCOCC2)ccc1F	3%	-6.5%	2%	7%	-6%	0.2%	4%	1%	-1.7%
NC(=O)CCN1CCN(C(=O)c2ccc3nc(Cc4cccc(Cl)c4)oc3c2)CC1	12%	.	1%	-5%	-11%	-0.4%	16%	1%	2.0%
COc1ccc(F)cc1S(=O)(=O)Nc1ccc2c(c1)OCO2	13%	1.8%	2%	12%	-2%	-0.2%	-18%	-1%	1.1%
O=C1c2ccc(Br)cc2C(=O)N1c1ccc(Cl)cn1	9%	.	-4%	8%	-8%	-0.2%	10%	1%	3.1%

Screening data: PubChem, several laboratories
